phage Ecoli inh: E. coli growth loss with phage present; growth absorbance; inhibition, % at 11.9 µM; 0.26% of 360,000 active; AID 651602; in the data active = inhibition above about 11%
SR-BI HDL uptake: inhibitors of mouse SR-BI mediated HDL lipid uptake; Q61009; ldlA[mSR-BI] CHO cells, DiI-HDL uptake fluorescence, 3 h; inhibition, % at 12.5 µM; 0.96% of 320,000 active; AID 488896;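 active = mean replicate inhibition of at least 70% and a set share of replicates each scoring 70 or more; inconclusive = meets just one of the two criteria; inactive = fails both criteria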;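 note: 0% = median of neutral control wells and 100% = median of positive control wells; values of inactives mirror those of a sister screen read the other way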
Target sequence (Q61009 whole entry, looked up): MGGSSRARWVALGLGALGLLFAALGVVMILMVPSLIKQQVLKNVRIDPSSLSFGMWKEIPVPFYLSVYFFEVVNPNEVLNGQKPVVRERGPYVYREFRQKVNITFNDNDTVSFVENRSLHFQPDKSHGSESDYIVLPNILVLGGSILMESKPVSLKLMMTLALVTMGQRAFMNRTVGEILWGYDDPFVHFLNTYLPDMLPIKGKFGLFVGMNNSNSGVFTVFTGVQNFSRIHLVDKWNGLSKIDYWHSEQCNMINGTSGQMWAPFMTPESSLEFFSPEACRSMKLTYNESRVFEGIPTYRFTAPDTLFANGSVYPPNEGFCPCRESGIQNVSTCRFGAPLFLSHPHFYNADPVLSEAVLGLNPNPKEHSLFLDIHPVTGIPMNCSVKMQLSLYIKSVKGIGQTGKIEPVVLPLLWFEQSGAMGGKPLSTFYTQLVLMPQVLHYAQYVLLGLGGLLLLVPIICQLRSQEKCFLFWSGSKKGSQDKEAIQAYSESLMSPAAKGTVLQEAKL
Tat export inh: E. coli Tat transport inhibition | inhibition, % at 10 µM | E. coli MC4100 TorA-mCherry Tat export, fluorescence | AID 488895 | 0.036% of 340,000 active;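 active = mean replicate inhibition at least 50% and at least half of replicates individually reaching 50%; inconclusive = only one of the two criteria met; inactive = neither criterion met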;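 note: exported cargo escapes ClpAP degradation while cytoplasmic cargo is degraded and loses fluorescence; 0% = median of neutral control wells and 100% = median of NaSCN control wells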
Ecoli viability: reduces bacterial viability in AddAB counter-screen. AID 449728. E. coli V3065 growth, OD600 absorbance, 18 h. inhibition, % at 11.9 µM. 0.27% of 330,000 active;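 active = inhibition above the campaign's mean inhibition across all tested compounds plus 3 SD, cut at about 9.9% in these data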;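 note: uninfected addAB+ strain grown without phage in ampicillin broth; 0% = DMSO wells and 100% = ciprofloxacin 0.95 µg/ml wells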
SR-BI DiI-HDL act: SR-BI HDL lipid transfer activation; CHO ldlA[mSR-BI] cells, DiI-HDL uptake fluorescence, 3 h; 100 = double the neutral-control signal; activation, % at 12.5 µM; 0.096% of 320,000 active;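 active = mean replicate activation of at least 60% and every replicate at or above 60%; inconclusive = mean or all-replicate condition met, but not both; inactive = mean below 60% and not all replicates reaching 60%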;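 note: 0% = median plate neutral-control signal and 100% = twice that signal; values of inactives mirror those of a sister screen read the other way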
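Material: SR-BI-overexpressing, LDLR-lacking CHO cells | Dosing: Single compound concentration, delivered by pin transfer | Probe or stimulus: Labelled HDL, 10 µg/mL | Signal: Bottom-read cell fluorescence after medium removal, ex 550/em 595 nm | Schedule: 3 h, 37 °C | Evaluation: HDL uptake via cellular fluorescence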
Wnt act: activates Wnt/beta-catenin signaling in a reporter cell assay; activator, plate reader; activation, % at 9.35 µM; 1.2% of 300,000 active; in the data active = activation above about 30%, passing the limit was not always enough; inconclusive = no clear call, values can overlap the other calls;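 note: 0% = neutral control wells and 100% = positive control wells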
AddAB inh: less growth of phage-infected E. coli with AddAB; E. coli expressing H. pylori AddAB, absorbance growth; inhibition, % at 11.9 µM; 0.29% of 330,000 active; in the data active = inhibition above about 12%;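 note: 0% = vehicle wells of infected cells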
CAL PDZ FP-1: inhibitors of human CAL PDZ peptide binding | Q9HD26 | purified CAL PDZ, TMR-peptide fluorescence polarization, 1 h | inhibition, % at 20 µM | 0.02% of 330,000 active | AID 504414;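 active = highest replicate inhibition of at least 40%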;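 note: plate controls were DMSO neutral control wells for no effect and unlabeled competitor peptide control wells for full effect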
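System: tagged CAL PDZ domain. Schedule: 1 h room-temperature incubation prior to read. Signal: fluorescence polarization (mP). Measure: percent inhibition from loss of millipolarization.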
CAL PDZ FP-2: CAL PDZ (human) peptide binding inhibition. AID 602252. Q9HD26. purified CAL PDZ, TMR-peptide fluorescence polarization, 1 h. 0.92% of 300,000 active. inhibition, % at 24.9 µM;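 active = mean inhibition of at least 30% with at least half of replicates also reaching 30%; inconclusive = no clear call, values can overlap the other calls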;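 note: 0% = DMSO neutral control and 100% = excess unlabeled competitor peptide PRC23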
MITF TRPM1 HTS: MITF TRPM1 promoter activation in melanoma cells; SK-MEL-5 TRPM1-promoter luciferase, 24 h; % of positive control, neutral wells = 0; activation, % at 12.5 µM; 0.75% of 300,000 active; AID 588334;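 active = mean activation of at least 80% with every replicate also reaching 80%; inconclusive = mean reaches 80% but some replicate falls short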;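 note: 0% = neutral control wells and 100% = parthenolide positive control wells; values of inactives mirror those of a sister screen read the other way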
Active calls of the source: *; u = inconclusive; x = not tested or not shown.

SMILES	phage Ecoli inh	SR-BI HDL uptake	Tat export inh	Ecoli viability	SR-BI DiI-HDL act	Wnt act	AddAB inh	CAL PDZ FP-1	CAL PDZ FP-2	MITF TRPM1 HTS
COc1ccccc1NC(=O)CN1C(=O)C(C)SC(C)C1=O (centres undefined)	1.8	0.0	1.4	-1.5	0.0	0.8	-0.8	-1.4	-5.0	9.0
COc1ccccc1/C=N/NC(=O)C(=O)NCc1cccnc1	5.5	3.5	-9.2	1.7	-3.5	-0.4	5.2	0.5	1.3	-15.4
O=C(CSc1nnnn1-c1cccc2c1CCCC2)N1CCCCC1	2.8	11.5	6.7	-0.2	-11.5	x	2.7	-0.4	10.7	-1.5
COc1cc(C)c(/C=C(\C#N)C(=O)Nc2ccc(C)cc2)cc1C(C)C	4.3	51.3	-4.9	-0.3	-51.3	-4.6	0.8	0.9	1.3	6.9
O=C(CSc1nnc(CCCO)n1-c1ccccc1)NCCc1ccccc1	-1.1	-22.8	3.6	1.6	22.8	-8.4	1.1	0.6	4.2	-7.1
COC(=O)/C(=N/Nc1ccc(C)cc1)N1CCCc2ccccc21	2.0	19.4	6.3	1.4	-19.4	-1.4	0.7	-0.2	4.3	-15.2
CNc1nnc(C(F)(F)F)s1	3.0	-2.7	-3.6	1.1	2.7	2.7	3.6	-0.8	1.6	x
Cc1cc(C)cc(N(C(=O)c2csnn2)C(C(=O)NC(C)(C)C)c2ccccn2)c1 (centres undefined)	4.2	20.7	-7.9	0.7	-20.7	-0.8	1.3	-0.9	x	x
O=C(Nc1ccc(F)cc1F)c1cc2ncc(CCCl)cn2n1	5.1	x	-5.2	1.5	x	x	3.3	-2.1	-1.0	1.9
COc1ccc(N(C(=O)c2ccncc2)S(=O)(=O)c2cccc([N+](=O)[O-])c2)cc1	2.1	1.4	-0.2	1.9	-1.4	0.7	2.6	-0.6	-3.5	17.1
CC1CN(C)C(C)c2c1oc1ccc(N)cc21 (centres undefined)	0.8	2.3	5.6	0.2	-2.3	-2.7	7.0	-1.8	-0.1	-2.0
C=CCN(CC=C)C(=S)NCCc1ccc(OC)c(OC)c1	1.2	10.8	-9.7	2.6	-10.8	x	0.3	-1.2	-1.0	-14.2
Cc1ccc(C(C)NC(=O)c2c(-c3ccccc3)noc2C)cc1C (centres undefined)	3.3	15.1	-7.7	2.3	-15.1	0.6	0.9	-0.8	-0.8	0.6
COC(=O)CCn1nnc(-c2cccs2)n1	2.8	-2.4	3.0	-1.0	2.4	x	-0.3	-0.4	0.5	x
COc1cc(S(=O)(=O)N2CCN(c3ccccc3F)CC2)ccc1Cl	2.3	5.3	2.2	0.9	-5.3	-3.0	2.4	0.0	-7.0	2.1
COc1ccccc1-n1cnc2cc(NCc3ccccc3O)ccc21	2.3	10.2	-3.7	-0.5	-10.2	10.9	-1.4	-0.4	-1.7	7.4
Cc1cc(N(C)/N=C/c2ccccc2O)nc(-c2ccccc2O)n1	4.5	43.9	7.0	-0.3	-43.9	0.2	2.3	-0.3	1.0	1.2
COc1ccccc1NC(=O)CN1CCN(CC(=O)Nc2ccc3c(c2)OCCO3)CC1	2.8	44.9	-2.4	0.0	-44.9	x	3.9	0.2	-1.5	1.4
CCN(CC)C(=O)CCSc1nnc(-c2ccco2)o1	3.1	-0.5	1.8	0.1	0.5	8.5	1.4	-2.8	-3.0	33.1
Nc1nc(Br)c2c(F)cccc2c1-c1ccc(Cl)cc1	0.7	28.0	-9.0	2.5	-28.0	11.8	2.1	-0.2	6.4	-9.9
C=C(C)c1nc(N)nc(N)n1	-1.4	-20.7	-18.6	-1.0	20.7	x	2.6	-2.3	-2.4	0.2
COc1ccc(N(CC(=O)NC2CCCCC2)C(=O)CNC(=O)c2ccco2)cc1OC	0.6	8.6	1.1	1.3	-8.6	-2.9	2.3	-1.0	-3.0	x
COc1ccc(S(=O)(=O)CCC(=O)O)cc1	2.0	-11.3	-8.7	-2.8	11.3	-0.4	3.2	x	12.0	-7.4
COC(=O)c1cc2n(n1)CCN(Cc1cccc(OC)c1)C2=O	2.5	-22.2	-5.3	0.3	22.2	-2.7	0.1	-3.0	6.5	-10.0
CC(C)C(=O)NC(Nc1ccc(S(N)(=O)=O)cc1)C(Cl)(Cl)Cl (centres undefined)	2.3	-36.4	-4.2	1.2	36.4	-6.6	2.1	-0.6	-3.6	-1.2

Taken from the listing for reference:
SMILES	phage Ecoli inh	SR-BI HDL uptake	Tat export inh	Ecoli viability	SR-BI DiI-HDL act	Wnt act	AddAB inh	CAL PDZ FP-1	CAL PDZ FP-2	MITF TRPM1 HTS
COc1ccccc1NC(=O)CN1C(=O)C(C)SC(C)C1=O (centres undefined)	1.8	0.0	1.4	-1.5	0.0	0.8	-0.8	-1.4	-5.0	9.0
COc1ccccc1/C=N/NC(=O)C(=O)NCc1cccnc1	5.5	3.5	-9.2	1.7	-3.5	-0.4	5.2	0.5	1.3	-15.4

The main list resumes; the 2 compounds before the break are reprinted first.
SMILES	phage Ecoli inh	SR-BI HDL uptake	Tat export inh	Ecoli viability	SR-BI DiI-HDL act	Wnt act	AddAB inh	CAL PDZ FP-1	CAL PDZ FP-2	MITF TRPM1 HTS
COC(=O)c1cc2n(n1)CCN(Cc1cccc(OC)c1)C2=O	2.5	-22.2	-5.3	0.3	22.2	-2.7	0.1	-3.0	6.5	-10.0
CC(C)C(=O)NC(Nc1ccc(S(N)(=O)=O)cc1)C(Cl)(Cl)Cl (centres undefined)	2.3	-36.4	-4.2	1.2	36.4	-6.6	2.1	-0.6	-3.6	-1.2
CN(C)C/C=C/C(O)(c1ccccc1)c1ccccc1	4.2	-4.0	4.6	0.1	4.0	-2.1	0.6	0.3	-1.8	-2.2
CSc1nsc(SCC(=O)Nc2ccc(C(C)=O)cc2)n1	5.0	18.2	5.7	1.2	-18.2	x	1.5	x	-2.2	37.1
O=C(CNC(=O)C12CC3CC(CC(C3)C1)C2)Nc1ncccc1O	0.8	-14.5	-3.5	0.9	14.5	-0.2	-1.6	-0.4	-0.6	7.1
O=C(NC1CC1)C1=C[C@@H](c2ccccc2)C[C@@H](OCCCCO)O1	-2.8	-12.0	2.9	0.2	12.0	2.2	1.1	1.2	-0.9	4.3
Cc1ccc[n+](CC(=O)c2ccc(Br)cc2)c1	2.1	7.6	4.2	x	-7.6	0.6	x	x	-1.8	-0.5
Cc1cc(C(F)(F)F)n2nc(-c3cnn(C)c3C(F)(F)F)cc2n1	3.1	17.5	-4.5	4.4	-17.5	x	2.1	-2.9	0.4	x
O=C(c1ccccc1)N1CCN(C(=O)c2cccnc2)CC1	0.8	-15.2	-6.3	3.3	15.2	-0.6	3.1	0.3	x	-3.6
Cc1ccc(C(=O)Oc2ccc(N3C(=O)CCC3=O)c(C)c2)cc1	2.4	-8.8	1.5	0.3	8.8	-2.1	-1.7	-0.6	x	5.8
Cc1cc[n+](-c2[nH]c(=O)sc2/C=N/N=C(\[O-])c2ccncc2)cc1C	3.5	-3.3	-1.2	-2.4	3.3	1.3	1.9	-2.4	5.6	u
CCOc1ccc(C(C)NC(=S)NCc2ccc(Cl)cc2)cc1 (centres undefined)	4.2	6.0	6.8	3.4	-6.0	2.3	4.4	-5.6	-1.1	0.6
CN(CC(=O)Nc1ccc(F)c(F)c1F)C(=O)CN1C(=O)C2CCCCC2C1=O (centres undefined)	2.7	-13.9	-0.9	-1.4	13.9	0.1	-0.3	-2.4	-1.0	12.9
CN(C1CCCCC1)S(=O)(=O)c1cccc(C#N)c1	1.4	-6.1	-1.7	0.9	6.1	-0.8	0.2	0.3	2.0	-0.7
CC(=O)Nc1ccc(Nc2ncnc3c2cnn3-c2ccccc2)cc1	1.2	0.0	0.2	-2.2	0.0	x	-1.4	-5.8	x	45.0
COC(=O)C1=C(C)N(Cc2ccc(C)cc2)C(=O)/C1=C\c1ccc(O)c(OC)c1	1.5	11.6	-12.0	-0.5	-11.6	x	2.3	-1.9	x	-2.9
O=C(NCCc1ccc(F)cc1)c1ccc2c(=O)n3c(nc2c1)CCC3	0.5	-11.7	-3.4	1.6	11.7	11.6	1.2	-2.8	-1.3	79.9
COc1ccc(N/C=C/C(=O)c2ccc(Cl)cc2)cc1	2.1	-13.0	-3.9	2.0	13.0	x	3.0	-0.6	1.5	106.3*
CN(C)S(=O)(=O)c1cccc(C(=O)NCCOC(=O)c2cc(F)c(F)cc2Cl)c1	-0.6	19.0	7.1	-0.1	-19.0	-6.6	0.6	-2.1	-2.0	1.0
Cc1nc(SCC(=O)NCc2ccc3c(c2)OCO3)nc(C)c1C	6.1	-8.8	-2.9	0.3	8.8	1.2	2.7	-0.2	9.2	-4.5
COc1cc(C(=O)NC(=S)Nc2ccccc2[N+](=O)[O-])cc(OC)c1OC	3.6	52.6	0.3	-0.1	-52.6	-1.0	-1.1	-0.8	0.8	-5.0
O=C(CSc1nc2[nH]ncc2c(=O)[nH]1)N1CCCC1	4.5	-37.9	-6.5	-3.1	37.9	-1.9	1.6	-0.5	-5.0	2.4
Oc1c(Br)cc(Br)cc1C=NCc1ccccc1	8.5	-11.0	-4.7	0.9	11.0	-0.1	3.3	-0.4	-0.5	-5.0
Cc1ccc(C(=O)c2c(C)oc3c2C(=O)C(=O)c2ccccc2-3)cc1	x	39.9	-5.5	-0.9	-39.9	x	5.1	1.7	-5.1	-25.9
Cc1cccc(C2c3[nH]c4ccccc4c3CCN2C(=O)Cc2n[nH]c(C)n2)n1 (centres undefined)	4.7	9.2	2.2	-2.9	-9.2	x	1.3	-0.2	2.2	-18.5
COc1ccc(S(=O)(=O)Nc2ccc(S(=O)(=O)Nc3cc(C)nc(C)n3)cc2)cc1OC	1.6	x	-10.4	1.6	x	1.2	2.2	-2.0	-0.7	1.0
O=S(=O)(NC1CCCC1)c1ccc(S(=O)(=O)N2CCCN(Cc3ccccc3)C2)cc1	x	-6.9	13.1	1.8	6.9	0.6	0.7	x	0.8	-0.4
CC(OC(=O)c1ccc(Br)o1)C(=O)NCC1CCCCC1 (centres undefined)	2.1	-7.5	1.2	2.4	7.5	-2.3	1.5	0.2	-6.0	x
COC(=O)c1ccc(COC(=O)C2CCN(S(=O)(=O)c3ccccc3C(=O)OC)CC2)cc1	1.6	-3.4	7.0	1.5	3.4	-0.8	1.7	-0.5	-24.7	0.4
CCOc1ccc(C(=O)NC(C)(C)CC)cc1	1.7	-3.8	-8.0	-3.1	3.8	2.5	-0.7	-1.1	-2.5	0.5

Only MITF TRPM1 HTS and Tat export inh (4 entries from above):
structure	MITF TRPM1 HTS	Tat export inh
Cc1cc[n+](-c2[nH]c(=O)sc2/C=N/N=C(\[O-])c2ccncc2)cc1C	u	-1.2
CCOc1ccc(C(C)NC(=S)NCc2ccc(Cl)cc2)cc1 (centres undefined)	0.6	6.8
CN(CC(=O)Nc1ccc(F)c(F)c1F)C(=O)CN1C(=O)C2CCCCC2C1=O (centres undefined)	12.9	-0.9
CN(C1CCCCC1)S(=O)(=O)c1cccc(C#N)c1	-0.7	-1.7

Screening data (PubChem)
